# Assay outcomes: PubChem BioAssay, National Center for Advancing Translational Sciences (NCATS)
# EPAC1 ag: qHTS for Agonist of cAMP-regulated guanine nucleotide exchange factor 3 (EPAC1): primary screen | Rap guanine nucleotide exchange factor 3 (Homo sapiens), O95398 | EPAC1 agonist qHTS, biochemical assay; response scale: 100% = response to 6.5 mM cAMP | Potency, µM (titrated, usually from 154 µM), without a hit: at the highest dose activation, actives largely listed as activators | hit rate 0.073% among 360,000; also: potency is read from the fitted curve at half-maximal effect; nearly all actives have a fitted effect of over 60% in size
#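 Normalized to 6.5 mM cAMP, activity reflects EPAC1-catalysed release of BODIPY-GDP from Rap1B, followed kinetically over 30 min at 480 nm excitation, 540 nm emission. Reaction contained 100 nM EPAC1, 250 nM Rap1B-BODIPY-GDP, 50 uM GDP.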
# aSyn yeast inh: qHTS of alpha-syn Inhibitors; Yeast expressing alpha-synuclein, growth rescue, BacTiter-Glo, 24 h; AID 652106, 2013; Potency, µM (top dose mostly 46.1 µM), for inactives: at the top dose growth rescue (activation), actives largely listed as activators; hit rate 0.14% among 370,000; also: potency is read from the fitted curve at half-maximal effect; % of control where 0% means no effect; nearly all actives have a fitted effect of over 65% in size
#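 Galactose-induced alpha-syn yeast (OD600=0.02, raffinose-pregrown) + pinned cpd, 24 hr, 30 deg C; growth by BacTiter-Glo luminescence. Growth restoration scores as activation.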
# WRN helicase inh: qHTS for Inhibitors of WRN Helicase | Bifunctional 3'-5' exonuclease/ATP-dependent helicase WRN (Homo sapiens), Q14191 | WRN helicase unwinding, fluorescent forked duplex, kinetic | Potency, µM (titrated, usually from 114 µM), without a hit: top-dose activity change, negative = inhibition, hits mostly inhibitors | hit rate 0.46% among 360,000 | AID 651768, 2012; also: potency is read from the fitted curve at half-maximal effect; % is scaled to controls: 0 for no effect and ±100 for the full control effect; nearly all actives have a fitted effect of over 55% in size
#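 Fluorescence dequenching readout, ex 525 nm/em 598 nm, kinetic mode: forked duplex DNA (100 nM final) with adjacent fluorophore and quencher unwound by WRN (20 nM final) with 2 mM ATP. Compound preincubation 15 min, room temperature.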
# EPAC1 antagonist: qHTS for Antagonist of cAMP-regulated guanine nucleotide exchange factor 3 (EPAC1): primary screen; hit rate 0.14% among 360,000; Rap guanine nucleotide exchange factor 3 (Homo sapiens), O95398; AID 720709, 2013; Potency, µM (highest dose often 115 µM), for inactives: top-dose activity change, negative = inhibition, hits mostly inhibitors; EPAC1 GEF assay, Rap1b-BODIPY-GDP exchange fluorescence;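 also: potency is read from the fitted curve at half-maximal effect; plate controls were vehicle for no effect and positive control for full effect; nearly all actives have a fitted effect of over 50% in size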
# PLK1 PBD block: qHTS for Inhibitors of PLK1-PDB (polo-like kinase 1 - polo-box domain): Primary Screen; Plk1 PBD binding of FITC phosphopeptide, fluorescence polarization; Potency, µM, without a hit: max response, negative = inhibition, usual class: inhibitors; hit rate 2.8% among 360,000; AID 720504, 2013; also: potency is read from the fitted curve at half-maximal effect; series mostly up to about 57 µM; % is scaled to controls: 0 for no effect and ±100 for the full control effect; nearly all actives have a fitted effect of over 65% in size
# Target sequence (P53350 whole entry, looked up, the tested form may be a part): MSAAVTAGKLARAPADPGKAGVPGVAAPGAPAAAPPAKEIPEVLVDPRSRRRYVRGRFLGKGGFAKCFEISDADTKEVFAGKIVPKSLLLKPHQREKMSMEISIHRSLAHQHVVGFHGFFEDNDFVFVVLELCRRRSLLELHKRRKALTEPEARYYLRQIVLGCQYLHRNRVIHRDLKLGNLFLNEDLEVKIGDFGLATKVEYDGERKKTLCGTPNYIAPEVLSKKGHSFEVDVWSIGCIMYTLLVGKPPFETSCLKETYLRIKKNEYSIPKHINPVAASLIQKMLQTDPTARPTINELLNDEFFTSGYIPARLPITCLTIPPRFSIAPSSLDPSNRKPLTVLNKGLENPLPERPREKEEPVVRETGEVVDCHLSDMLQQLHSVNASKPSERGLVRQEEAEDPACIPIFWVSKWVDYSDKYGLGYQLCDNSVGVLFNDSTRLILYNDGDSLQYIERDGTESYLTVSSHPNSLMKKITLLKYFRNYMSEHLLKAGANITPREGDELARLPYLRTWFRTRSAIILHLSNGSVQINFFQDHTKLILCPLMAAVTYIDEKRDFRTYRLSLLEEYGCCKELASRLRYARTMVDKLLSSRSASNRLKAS
# IL-2 act: qHTS of IL-2 Activators | IL-2 activation reporter assay, cell-based qHTS; stimulated with anti-CD3/CD4/CD28 beads; in transgenic mouse T cells | activation, % (series mostly up to about 46 µM) | hit rate 0.065% among 360,000 | AID 652025, 2013; in the data active = activation above about 50%; inconclusive = mostly about 30% to 49%; also: 0% is about no effect
#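 Screening format: compound pinned onto unstimulated transgenic mouse T cells, 60 min incubation, then anti-CD3/anti-CD4/anti-CD28 bead stimulation for 18 hours at 37 degrees C, followed by EGFP and DsRed detection.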
# FUS yeast rescue: qHTS for Suppressors of FUS Proteinopathy: Primary screen using FUS-linked yeast assay; hit rate 0.24% among 390,000; Potency, µM (highest dose often 76.6 µM), inactives show at the top dose growth rescue (activation), usual class: activators; S. cerevisiae FUS-expressing, growth rescue, OD600, 24 h;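 also: potency is read from the fitted curve at half-maximal effect; plate controls were DMSO vehicle for no effect and reference control for full effect; nearly all actives have a fitted effect of over 55% in size; some results filed as inactive show a strong effect at the top dose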
#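 Quantitative HTS measuring growth restoration of FUS-toxic yeast. Galactose-induced cells (OD 0.005) were exposed 24hr at 30C to compounds at several concentrations, then absorbance at 600 nm was recorded.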
# Abeta yeast res: qHTS for compounds that reverse cellular toxicity of Amyloid beta (A-beta) peptide in yeast: Primary Screen; Potency, µM (series often up to 46.1 µM), without a hit: at the highest dose growth rescue, hits mostly activators; hit rate 0.063% among 410,000; AID 1347071, 2019; yeast expressing A-beta42, growth rescue, OD600, 48 h; response scale: 0% DMSO, 100% iron-clioquinol control; also: potency is read from the fitted curve at half-maximal effect; nearly all actives have a fitted effect of over 55% in size
#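 Growth rescue measured by 600 nm absorbance after 48 h yeast culture at 30 C with compound. Values normalized between DMSO and an equimolar ferric chloride plus clioquinol control.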
# PI5P4Ka inh: qHTS for Inhibitors of phosphatidylinositol 5-phosphate 4-kinase (PI5P4K); Phosphatidylinositol 5-phosphate 4-kinase type-2 alpha (Homo sapiens), P48426; PI5P4Kalpha enzyme, ADP-Glo luminescence, 60 min; stronger effect = lower value; max response, %; hit rate 1.2% among 330,000; AID 652105, 2013; active = max response of -50% or lower; inconclusive = between -30% and -50%; inactive = -30% or higher; also: value at the top dose of about 77 µM; % is scaled to controls: 0 for no effect and ±100 for the full control effect
# Target sequence (P48426 whole entry, looked up): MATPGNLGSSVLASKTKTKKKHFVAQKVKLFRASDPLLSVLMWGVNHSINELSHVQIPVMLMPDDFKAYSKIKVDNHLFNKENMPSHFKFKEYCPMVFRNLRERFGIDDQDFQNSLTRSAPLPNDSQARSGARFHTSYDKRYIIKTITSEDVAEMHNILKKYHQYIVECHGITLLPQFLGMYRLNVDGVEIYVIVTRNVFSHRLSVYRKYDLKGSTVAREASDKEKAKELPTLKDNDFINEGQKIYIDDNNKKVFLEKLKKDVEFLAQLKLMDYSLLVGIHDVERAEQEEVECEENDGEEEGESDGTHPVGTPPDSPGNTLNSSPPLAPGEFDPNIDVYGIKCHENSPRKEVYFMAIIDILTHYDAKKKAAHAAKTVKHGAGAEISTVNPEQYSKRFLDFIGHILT
#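 PI5P4Kalpha ADP-Glo assay; 5 microM ATP final; 60 min RT reaction; HEPES pH 7.4/EGTA/CHAPS, 5% DMSO; controls lacking substrate or enzyme; luminescent end-point.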
# The depositor's hits bear a star; ? = inconclusive; . = not tested or not shown; [ ] = dose if it differs, or a comment. Unless noted, calls follow the shape of the dose curve; as a rule, active = well fitted curve in the direction sought with a large enough effect; inconclusive = small, poorly fitted or top-dose-only effect, or another doubt; inactive = no such curve, though single readings can be large; an effect the other way counts as inactive or inconclusive.
# Values in the order: EPAC1 ag	aSyn yeast inh	WRN helicase inh	EPAC1 antagonist	PLK1 PBD block	IL-2 act	FUS yeast rescue	Abeta yeast res	PI5P4Ka inh
1) Cc1ccc(NC(=O)c2cccs2)cc1NC(=O)c1ccc(F)cc1
  5%	1%	-1%	-9%	-6%	-1.6	-3%	5%	0
2) CNC(=O)NC1CCCCc2sccc21 (configuration not stated)
  5%	-17%	0%	5%	-8%	-0.9	15%	11%	-7
3) Cc1nc(N/N=C/c2ccc(O)cc2O)cc(N2CCOCC2)n1
  -7%	3%	-4%	-9%	0%	-3.7	5%	2%	-5
4) CCOC(=O)N1CCN(C(=O)c2cc(S(=O)(=O)N3CCc4ccccc43)ccc2OC)CC1
  ?	-1%	-11%	?	-2%	0.3	26%	6%	-2
5) Cc1cc(NC(=O)CN(C)CC(=O)Nc2ccc(F)c(F)c2F)no1
  9%	3%	3%	10%	-3%	1.5	.	5%	2
6) Cc1ccc(C(=O)O)c(NC=O)c1OCc1ccccc1
  6%	1%	-1%	0%	-1%	0.4	5%	19%	-3
7) CC(C)(C)c1ccc(C(=O)NCC(=O)OCC(=O)Nc2nc(-c3ccc(F)cc3)cs2)cc1
  -4%	0%	-4%	-8%	9%	0.5	10%	5%	-6
8) O=C(CN1C(=O)C2C3C=CC(C3)C2C1=O)NCc1ccccc1 (configuration not stated)
  -6%	2%	8%	5%	-1%	-1.3	7%	4%	.
9) CN(C)c1c(N)c(=O)oc2ccccc12
  1%	0%	-2%	-1%	-6%	-0.8	-30%	9%	-3
10) N/C(=N\OC(=O)Nc1cccc(C(F)(F)F)c1)c1ccno1
  -2%	-8%	-2%	-14%	-3%	0.5	-22%	-15%	2
11) O=C(CCc1ccc(S(=O)(=O)NCCc2ccccc2)cc1)Nc1ccc2c(c1)OCO2
  8%	-4%	-10%	-1%	-10%	1.6	27%	5%	.
12) COc1ccc(NS(=O)(=O)c2cc(C(=O)OC(C)C(=O)N3CCOCC3)ccc2Cl)cc1 (configuration not stated)
  5%	-1%	0%	18%	-4%	-4.2	8%	-4%	8
13) Cc1ccc(C(=O)N/C(=C\c2cccs2)C(=O)NCCCN2CCOCC2)cc1
  -5%	0%	11%	-12%	-12%	1.3	13%	-14%	10
14) CCNCCNC(=O)c1c(O)c2ccccc2n(CC)c1=O
  -3%	21%	1%	-10%	-2%	1.3	4%	6%	.
15) Cc1ccc2nc(CSc3nnc(-c4ccco4)n3-c3ccccc3)cc(=O)n2c1
  1%	0%	2%	-1%	-2%	1.0	?	9%	-1
16) COc1ccc(OC)c(CN2CCN(C(=O)c3ccc(C)c(S(=O)(=O)Nc4ccccc4OC)c3)CC2)c1
  -12%	2%	-7%	-13%	-5%	0.7	5%	9%	1
17) COC(=O)c1sc(N)nc1C(C)(C)C
  7%	22%	-9%	-9%	-4%	-0.4	-23%	24%	5
18) CCS(=O)(=O)c1nc2ccccc2n1CC(=O)N1CCOCC1
  -3%	-18%	4%	1%	-2%	-0.6	-26%	3%	-8
19) O=C(Nc1ccc(Br)cc1)C1CCCN(S(=O)(=O)c2cccnc2)C1 (configuration not stated)
  -5%	-3%	-10%	0%	5%	0.0	-2%	-15%	3
20) CN(C(=O)c1cc2c(=O)n3ccccc3nc2n1C)C1CCCCC1
  -2%	2%	-33%	-1%	-2%	-3.2	.	1%	0
21) COc1ccccc1C(=O)NCCN1CCC(n2c(=O)[nH]c3ccccc32)CC1
  -7%	0%	9%	-22%	0%	0.2	-7%	-4%	-5
22) Cc1ccc(CN2CC(C(=O)Nc3ccc(C)c(S(=O)(=O)N4CCCCC4)c3)CC2=O)cc1 (configuration not stated)
  6%	1%	-18%	-9%	1%	-5.2	.	2%	7
23) CCOC(=O)c1ccc(N2C(=O)C3CCCN3C2=S)cc1 (configuration not stated)
  2%	2%[1.84 µM]	-2%	10%	12µM*	-0.3	13%	13%	-1
24) COc1cccc(NC(=O)c2ccc(-n3cccn3)nc2)c1
  6%	-14%	4%	2%	-8%	-2.4	37%	-3%	.
25) COc1ccccc1/C=C/C(=O)Nc1ccc2c(c1)CCC2
  27%	-16%	-7%	1%	-5%	-1.7	-7%	-17%	-4
26) COC(=O)c1ccccc1S(=O)(=O)N1CCC(C(=O)NCc2ccccn2)CC1
  -2%	-10%	2%	7%	-13%	-0.5	1%	-1%	3
27) Cc1cc(C)c(C#N)c(Nc2ccccc2F)n1
  -2%	-6%	4%	1%	2%	-1.6	-34%	-13%	0
28) O=C1/C(=C/c2ccncc2)N=C2CCCCCN12
  -8%	-2%	-5%	-1%	-4%	0.6	3%	-3%	1
29) O=c1cc[nH]c2c(C(F)(F)F)cccc12
  3%	-1%	-7%	-11%	-5%	1.7	-2%	3%	5
30) Cn1c(=O)[nH]c(=O)c2c1nc(N1CCCCCC1)n2Cc1cccc2ccccc12
  -7%	0%	-3%	11%	-1%	-0.3	-23%	-3%	-9

# Compounds shown so far that contain a thiophene ring, fused or not:
# Values in the order: EPAC1 ag	aSyn yeast inh	WRN helicase inh	EPAC1 antagonist	PLK1 PBD block	IL-2 act	FUS yeast rescue	Abeta yeast res	PI5P4Ka inh
1) Cc1ccc(NC(=O)c2cccs2)cc1NC(=O)c1ccc(F)cc1
  5%	1%	-1%	-9%	-6%	-1.6	-3%	5%	0
2) CNC(=O)NC1CCCCc2sccc21 (configuration not stated)
  5%	-17%	0%	5%	-8%	-0.9	15%	11%	-7
13) Cc1ccc(C(=O)N/C(=C\c2cccs2)C(=O)NCCCN2CCOCC2)cc1
  -5%	0%	11%	-12%	-12%	1.3	13%	-14%	10

# Going on with the list:
# Values in the order: EPAC1 ag	aSyn yeast inh	WRN helicase inh	EPAC1 antagonist	PLK1 PBD block	IL-2 act	FUS yeast rescue	Abeta yeast res	PI5P4Ka inh
31) O=C(COC(=O)CC1CC2CCC1C2)Nc1ccccc1Cl (configuration not stated)
  20%	-9%	0%	-18%	-7%	-4.9	.	-16%	0
32) CC(NC(=O)Cc1cccc(C(F)(F)F)c1)c1ccc(F)cc1 (configuration not stated)
  2%	5%	-8%	4%	-4%	0.1	5%	6%	2
33) Nc1nc(SCc2ccc(F)cc2)n[nH]1
  -2%	0%	2%	6%	-4%	-0.6	-4%	-3%	3
34) COCCC(=O)Nc1ccc2c(c1)CN(C(=O)c1ccc(CSC)o1)CC2
  -11%	-2%	13%	17%	?	1.4	2%	0%	-12
35) CC(=O)Nc1ccc(OS(=O)(=O)c2cc(Cl)ccc2C)cc1
  3%	26%	-5%	-10%	2%	-0.2	-7%	-27%	-2
36) O=C(Nc1cccc(Cl)c1)Nc1c[nH]c(=O)[nH]c1=O
  7%	1%	-11%[57.1 µM]	6%	1%	0.4	8%	-14%	-11
37) COC(=O)[C@H](CCSC)NC(=O)NCc1ccccn1
  3%	-1%	-9%	-7%	-7%	1.1	19%	-13%	.
38) CCN(Cc1ccccc1)S(=O)(=O)CCNC(=O)c1ccccc1
  5%	2%	-1%	-13%	-6%	-0.2	.	2%	-4
39) COc1cc(C(=S)N2CCOCC2)cc(OC)c1OC(=O)c1ccccc1Cl
  13%	-22%	3%	-6%	?	-3.3	?	-10%	-7
40) COC(=O)C(NC(=O)c1ccco1)(Nc1nc(C2CC2)cs1)C(F)(F)F (configuration not stated)
  4%	4%	-17%	-10%	-6%	-1.9	11%	5%	-3
41) COc1ccc(NC(=O)CCS(=O)(=O)c2cc3c(cc2Cl)NC(=O)CO3)cc1OC
  -1%	0%	-2%	7%	-18%	-3.5	24%	0%	-8
42) CC1CCN(C(=O)Cn2cc(S(=O)(=O)CC(=O)N3CCOCC3)c3ccccc32)CC1
  -7%	0%	-5%	-9%	2%	0.9	3%	-2%	2
43) O=C(NCCc1c[nH]c2ccccc12)c1cncc(Br)c1
  5%	6%	-1%	-3%	-3%	-0.4	4%	2%	1
44) CC1CN(S(=O)(=O)c2ccc(C(=O)Nc3sccc3C(N)=O)cc2)CC(C)O1 (configuration not stated)
  -12%	-14%	-3%	-22%	-10%	-4.0	34%	-2%	7
45) C#CCSc1nnc(C)c(C)n1
  -7%	11%	12%	6%	-7%	2.5	-6%	-10%	-4
46) COc1ccc(-c2csc(NC(=O)CS(=O)(=O)c3ccccc3)n2)cc1
  9%	-13%	-9%	-8%	5%	1.4	?	-2%	5
47) CCN(CC)S(=O)(=O)c1ccc(N2CCOCC2)c(NC(=O)CC(C)(C)C)c1
  -2%	-5%	-5%	-5%	-22%	11	18%	18%	-1
48) C[C@H](CO)N1C[C@H](C)[C@@H](CN(C)S(=O)(=O)c2cn(C)cn2)Oc2c(NC(=O)Nc3ccc4c(c3)OCO4)cccc2C1=O
  -1%	-1%	-8%	-9%	-10%	-3.1	12%	4%	-2

# In the list so far, 3 have an aryl thioether with sulfur outside any ring:
# Values in the order: EPAC1 ag	aSyn yeast inh	WRN helicase inh	EPAC1 antagonist	PLK1 PBD block	IL-2 act	FUS yeast rescue	Abeta yeast res	PI5P4Ka inh
15) Cc1ccc2nc(CSc3nnc(-c4ccco4)n3-c3ccccc3)cc(=O)n2c1
  1%	0%	2%	-1%	-2%	1.0	?	9%	-1
33) Nc1nc(SCc2ccc(F)cc2)n[nH]1
  -2%	0%	2%	6%	-4%	-0.6	-4%	-3%	3
45) C#CCSc1nnc(C)c(C)n1
  -7%	11%	12%	6%	-7%	2.5	-6%	-10%	-4
